FID counter: compounds displacing fluorescent DNA intercalator, primary screen, artefact control for HCV NS3 helicase inhibitor project, biochemical, FID fluorescence; 0.17% of 290,000 active; AID 1845, 2009; DNA fluorescent intercalator displacement; inhibition, % at 7.9 µM; in the data active = inhibition above about 37%;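 note: 0% = vehicle and 100% = reference compound; higher means more ethidium bromide displaced from hairpin DNA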
VIM-2 inh: VIM-2 metallo-beta-lactamase inhibitors, primary screen, biochemical, epi-absorbance readout, Pseudomonas aeruginosa enzyme; purified VIM-2, nitrocefin hydrolysis, epi-absorbance fluorescence; inhibition, % at 5.6 µM; 0.89% of 290,000 active;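 active = inhibition above the mean of all tested compounds plus 3 SD, cutoff set per screening run, cut at about 7.5% in these data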;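 note: red hydrolysis product quenches plate fluorescence so inhibitors raise well fluorescence; 0% = enzyme with DMSO and 100% = DMSO without enzyme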
IMP-1 inhibitor: IMP-1 metallo-beta-lactamase inhibitors, primary screen, biochemical, epi-absorbance readout, Pseudomonas aeruginosa enzyme; inhibition, % at 5.6 µM; purified IMP-1, nitrocefin hydrolysis, epi-absorbance fluorescence; 0.45% of 290,000 active; AID 1556, 2009; metallo-beta-lactamase IMP-1 (Pseudomonas aeruginosa);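 active = inhibition above the mean plus 3 SD of all compounds in the same screening run, cut at about 4.5% in these data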;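 note: 0% = IMP-1 with DMSO and 100% = DMSO wells lacking enzyme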
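System: Purified recombinant IMP-1 metallo-beta-lactamase enzyme | Measured by: Fluorescence quenching readout, ex 480/em 530 nm | Replication: Singlicate | Incubation: 15 min preincubation plus 25 min reaction at 25 °C | Evaluation: Percent inhibition from optical density relative to buffer-blank wells | Benchmarks: DMSO with and without IMP-1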
SUMO HTRF inh: inhibitors of in vitro SUMOylation cascade, primary screen, biochemical, HTRF, uHTS; SUMO-conjugating enzyme UBC9 (Homo sapiens), P63279; HTRF SUMOylation assay, SAE1/SAE2 + UBC9; inhibition, % at 35 µM; 0.36% of 290,000 active; in the data active = inhibition above about 50%, passing the limit was not always enough; note: strong numbers were not always called active
Target sequence (P63279 whole entry, looked up): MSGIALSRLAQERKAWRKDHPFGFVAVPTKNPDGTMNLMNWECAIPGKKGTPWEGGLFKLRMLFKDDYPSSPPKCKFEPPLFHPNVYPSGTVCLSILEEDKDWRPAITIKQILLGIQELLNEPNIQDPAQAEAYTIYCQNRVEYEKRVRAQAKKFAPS
NALP1 yeast inh: NALP1 inflammasome inhibitors in reconstituted yeast, colorimetric, S. cerevisiae, triplicate retest. S. cerevisiae NALP1/ASC/caspase-1 growth, X-gal OD620, 72 h. inhibition, % at 10 µM. 0.61% of 280,000 active; in the data active = inhibition mostly above about 24%, no sharp cut-off; inactive = mostly below about 32%; note: some compounds called inactive have numbers as strong as hits
MEKK2wt PB1 HTS: modulators of MEK5 binding to wildtype MEKK2, primary screen, biochemical, multiplex bead flow cytometry, Alexa488-MEK5. Mitogen-activated protein kinase kinase kinase 2 (Homo sapiens), Q9Y2U5. Alexa488-MEK5 binding to MEKK2 WT; actives lie on both sides. binding response (% of control), % at 10 µM. 1.1% of 290,000 active; in the data active = binding response below about 67% or above about 130%
M18AAP inhibitor: PfM18AAP inhibitors, malaria aminopeptidase, primary screen, biochemical, QFRET, recombinant enzyme; M18 aspartyl aminopeptidase (Plasmodium falciparum 3D7); H-Glu-NHMec fluorogenic cleavage; inhibition, % at 7.35 µM; 1.2% of 290,000 active; AID 1822, 2009;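 active = inhibition above the campaign mean inhibition over all tested compounds plus 3 SD, cut at about 28% in these data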;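 note: 0% = plate median of test compound wells and 100% = 2 mM ZnCl2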
NS3 helicase inh: inhibitors of HCV NS3 helicase, primary screen, biochemical, Cy5 molecular beacon fluorescence. Hepatitis C virus NS3 helicase. NS3 helicase DNA unwinding. inhibition, % at 10.9 µM. 0.56% of 290,000 active;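 active = inhibition above the mean of all tested compounds plus 3 SD, set per campaign, cut at about 35% in these data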;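 note: 0% = DMSO wells and 100% = thioflavine S control wells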
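Assay system – hepatitis C virus NS3 helicase domain fragment enzyme · Buffer or medium – MOPS pH 6.5, MgCl2, DTT, Tween20, BSA · Reagent – Cy5/quencher beacon DNA duplex and ATP to start · Compound – single 10.9 µM dose · Timing – 1 h at 25 °C · Technique – Cy5 beacon fluorescence read at start and 1 h · Measure – % inhibition of unwinding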
MEKK2mut PB1 HTS: MEK5 binding signal on mutant MEKK2 PB1, primary screen, biochemical, multiplex bead flow cytometry, Alexa488-MEK5; Alexa488-MEK5 binding to MEKK2 mutant; percent response, % at 10 µM; 0.35% of 290,000 active; in the data active = percent response above about 24%, passing the limit was not always enough; note: inactives centre near 1; some results filed as inactive read as strong as hits
* hit, by the source's call; nt = not tested or not shown. An unsorted share of the library, and some 4.7% of all compounds hit somewhere here.

Order of results – MEKK2wt PB1 HTS	MEKK2mut PB1 HTS	M18AAP inhibitor	NALP1 yeast inh	VIM-2 inh	SUMO HTRF inh	FID counter	IMP-1 inhibitor	NS3 helicase inh
> CC1CCN(c2cc(N(C)CCO)c([N+](=O)[O-])c3nonc23)CC1
    97	-2	3	4	-2.4	15	5	-3.5	3
> CCn1c(SCC(=O)NC(C)(C)C)nc(O)cc1=O
    98	1	-1	5	0.5	15	-41	0.3	9
> Cc1noc(C)c1COc1ccc(CC(=O)NCc2ccccc2)cc1
    93	-7	-1	-11	2.1	4	-18	-0.9	-8
> COc1cccc(Nc2n[nH]c(=S)s2)c1
    102	-3	17	3	0.7	-10	4	1.4	9
> COCCCN1C(=O)C(=O)/C(=C(/O)c2ccc(S(=O)(=O)N3CCCCC3)cc2)C1c1ccc(OC)cc1 (stereo not drawn)
    100	-1	1	-9	0.0	5	-49	-2.8	15
> O=C(CN1C(=O)c2ccccc2S1(=O)=O)N1CCN(Cc2ccc3c(c2)OCO3)CC1
    108	5	19	17	-2.2	13	-7	-4.0	6
> CC(NCC1COc2ccccc2O1)C1COc2ccccc2O1 (stereo not drawn)
    99	-3	11	24	-2.2	-15	-2	-0.7	-9
> CSCCC(NC(=O)c1ccc([N+](=O)[O-])cc1Cl)C(=O)OCC(=O)NCCCc1ccccc1 (stereo not drawn)
    93	-4	-8	34	-3.0	-23	-17	-2.1	-10
> NC(=NC1CCCCC1)NS(=O)(=O)c1ccccc1
    101	1	-7	-15	-2.3	12	-1	-0.5	-6
> CSCCC(NC(=O)c1ccc([N+](=O)[O-])cc1Cl)C(=O)OCC(=O)NCC(F)(F)F (stereo not drawn)
    112	23	1	14	-2.1	-7	1	-3.0	2
> CCCCNC(=O)c1ccc(-n2c(=S)[nH]c3ccccc3c2=O)cc1
    95	-2	2	-9	-0.4	6	-5	-4.0	-4
> COc1ccc(Nc2nc(S(=O)(=O)c3ccc(C)cc3)c(Cl)s2)cc1
    107	2	0	35	-2.7	-18	-11	-3.9	-8
> CN(CC(=O)Nc1ccc(Cl)c(C(F)(F)F)c1)Cc1cc(=O)n2ccsc2n1
    96	-1	11	6	-4.1	20	-8	-3.4	-4
> COc1ccc(Cl)cc1NC(=S)NC1CCCC1
    108	0	-1	4	1.7	-10	-1	-0.6	-2
> c1ccc2c(c1)CCCN2Cc1nnnn1C1CCCC1
    110	0	-8	10	-2.7	-4	-13	-2.2	-1
> N#CC(C#N)C(c1ccsc1)c1c(-c2ccccc2)[nH][nH]c1=O (stereo not drawn)
    108	4	1	2	0.4	10	-5	0.0	0
> COc1ccc(OC)c(NC(=O)[C@H]2CC=CC[C@H]2C(=O)O)c1
    102	-3	-2	20	-1.6	-23	4	-7.7	6
> O=[N+]([O-])c1ncccc1OCc1ccc(-c2ccccc2)cc1
    113	5	1	9	-1.7	-20	2	-2.3	-26
> CCn1c(SCC(=O)NCc2ccccc2)nnc1-c1cccnc1
    104	3	-9	-2	-3.2	8	-3	-2.5	1
> CCOc1cc2c(cc1OCC)C(c1ccc(OC)c(OC)c1)N(c1ccc(C(=O)O)cc1)C(=O)C2 (stereo not drawn)
    104	-1	0	6	-0.5	18	-41	-2.3	4

Structures shown so far with two or more sulfur atoms, in the order listed:
Order of results – MEKK2wt PB1 HTS	MEKK2mut PB1 HTS	M18AAP inhibitor	NALP1 yeast inh	VIM-2 inh	SUMO HTRF inh	FID counter	IMP-1 inhibitor	NS3 helicase inh
> COc1cccc(Nc2n[nH]c(=S)s2)c1
    102	-3	17	3	0.7	-10	4	1.4	9
> COc1ccc(Nc2nc(S(=O)(=O)c3ccc(C)cc3)c(Cl)s2)cc1
    107	2	0	35	-2.7	-18	-11	-3.9	-8

(listing goes on)
Order of results – MEKK2wt PB1 HTS	MEKK2mut PB1 HTS	M18AAP inhibitor	NALP1 yeast inh	VIM-2 inh	SUMO HTRF inh	FID counter	IMP-1 inhibitor	NS3 helicase inh
> CC(C)(C)c1ccc(S(=O)(=O)N2CCN(C(=O)C3CCC3)CC2)cc1
    107	5	-3	14	-1.0	-10	-39	-1.6	1
> O=c1c2c3c(sc2nc(NCCOCCO)n1Cc1ccco1)CCCCC3
    105	0	1	nt	-1.4	-6	-26	-5.2	-1
> C=CCN(c1ccc(Cl)cc1)S(=O)(=O)c1cccc(C(=O)OCC(=O)N(C)C)c1
    93	-4	1	3	0.6	-5	-21	0.5	0
> CCCNC(=O)NC(=O)CSc1nnc(-c2c[nH]c3ccccc23)o1
    106	7	3	5	-1.2	-1	-31	-2.5	-3
> CCOc1ccccc1CNC(=O)CCCn1ccc2cc(S(=O)(=O)N3CCCC3)ccc21
    103	0	2	14	-1.8	-1	-49	-4.7	-11
> Cc1ccn2cc(-c3cccc([N+](=O)[O-])c3)nc2c1
    101	0	-3	6	-1.3	13	2	-0.9	15
> C/C(=C\C=C\c1ccccc1)C(=O)c1c(C)cc(C)[nH]c1=O
    96	-4	-2	16	-3.2	17	-26	-2.1	7
> Cc1c(C(=O)O)cc(C(C)(C)C)n1CCSCCO
    128	23	-2	10	-3.1	14	-2	-1.9	-3
> Cc1ccc(F)cc1NC(=O)C1CC(=O)N(CCc2ccccc2)C1 (stereo not drawn)
    102	-2	-4	21	-3.3	7	-4	-1.2	19
> Cc1cc(C)nc(NS(=O)(=O)c2ccc(NC(=O)Cc3ccccc3)cc2)n1
    102	2	-4	3	0.2	12	-4	-0.4	5
> Cc1ccc(NC(=S)NNC(=O)c2nn(C)cc2Cl)cc1
    100	7	8	-2	-4.5	-74	-9	-2.3	4
> Cc1cc(Cl)ccc1C(=O)C1CCCN(C(=O)CN2CCOC2=O)C1 (stereo not drawn)
    100	3	2	-1	-1.4	2	-16	-1.7	4
> O=C(CCN1C(=O)C2CCCCC2C1=O)NNC(=O)c1cccc(Cl)c1 (stereo not drawn)
    101	-2	3	9	-1.6	8	-6	-2.6	10
> NC(=O)c1cc(-c2ccccc2)nc(Oc2ccccc2)n1
    120	7	4	16	-2.1	-9	-15	-4.2	-2
> Cc1ccc(CNC(=O)CCNC(=O)c2ccc(Br)o2)cc1
    100	2	-1	-4	-2.7	20	-4	-2.6	9
> Cc1ccc(-n2ncc3c(NCc4ccccc4)ncnc32)cc1
    97	5	-4	41*	-3.1	30	-3	-3.6	-3
> O=C(Nc1ccc(N2CCN(C(=O)c3ccccc3)CC2)cc1)c1cc2ccccc2o1
    96	-3	-7	12	-1.2	37	-6	-0.5	4
> O=C(CSc1nc(-c2ccc(F)cc2)cs1)N1CCOCC1
    96	-3	0	6	-1.6	19	-7	-3.6	8
> O=C(NCc1ccc2c(c1)OCO2)c1nn(-c2ccccc2)c(=O)c2ccccc12
    94	-2	3	3	4.2	9	-10	-0.9	-9
> O=C(Nc1ccccc1)C1CC(=O)N(C2CCCCC2)C1 (stereo not drawn)
    100	6	9	12	-5.6	7	-6	-1.0	-4

Further results:
Order of results – MEKK2wt PB1 HTS	MEKK2mut PB1 HTS	M18AAP inhibitor	NALP1 yeast inh	VIM-2 inh	SUMO HTRF inh	FID counter	IMP-1 inhibitor	NS3 helicase inh
> Cc1cc(C(C)(C)C)oc1C(=O)N(CC(=O)NC1CCCC1)Cc1ccc(Cl)cc1
    100	1	-16	19	-0.9	6	-8	-1.5	-8
> CC(C)(C)NC(=O)NC(=O)CN1c2cccc3cccc(c23)S1(=O)=O
    101	3	-1	7	0.0	9	-24	-1.6	-7
> O=C(c1ccc(CNS(=O)(=O)c2cccc(C(F)(F)F)c2)cc1)N1CCOCC1
    nt	nt	5	-8	-2.8	0	-24	-4.0	14
> OCCN(Cc1ccccc1)Cc1ccccc1Cl
    102	2	7	-40	-3.3	-2	-2	-2.3	-4
> COc1ccc(C(=O)N/C(=C\c2ccc([N+](=O)[O-])cc2)C(=O)NC(CCSC)C(=O)O)cc1 (stereo not drawn)
    106	-1	10	6	-1.5	9	-44	-3.0	1
> O=C(NNS(=O)(=O)c1ccc(F)cc1)c1ccc(O)cc1
    105	4	-5	11	-0.3	17	-6	-1.1	9
> O=C(CCC1CCCN(C(=O)c2ccc3[nH]ccc3c2)C1)N1CCN(c2ccccn2)CC1 (stereo not drawn)
    96	-7	-6	-2	-3.4	8	-27	-2.5	-3
> N#Cc1c(Nc2ccc(F)cc2)sc(C(=O)c2ccc(F)cc2)c1N
    93	-3	3	-4	-0.7	19	2	-1.6	10
> COc1ccc(NC(=O)C2CCN(C(=O)c3ccccc3)CC2)cc1OC
    102	5	5	4	-3.0	17	-14	-3.4	10
> CCNc1nc(N)nc(Oc2ccc(OCC)nn2)n1
    86	-11	2	-2	-3.1	13	-1	-5.0	4
> CC(C)(C)c1ccc(OCC(O)CN2CCCC2)cc1 (stereo not drawn)
    111	14	5	19	-4.9	-2	-1	-3.2	-9
> Cc1nc2ncnn2c(C)c1CCC(=O)NCCc1ccccc1
    99	0	7	22	-3.7	-4	2	-4.8	16
> CCCOC(=O)C1=C(C)NC2=C(C(=O)CCC2)C1c1cccs1 (stereo not drawn)
    97	2	-6	3	0.6	1	-3	-2.0	-10
> CC(C)(C)c1ccc(-c2nnc(SCC(=O)NC3CCS(=O)(=O)C3)n2N)cc1 (stereo not drawn)
    96	-2	7	15	-5.9	10	-7	-3.8	-1
> Cc1cc2cc(CNC(=O)c3cccc([N+](=O)[O-])c3)ccc2n1C
    87	5	7	21	0.2	-18	-5	0.8	-7
> O=C(CCS(=O)(=O)c1cc(Br)cc2c1N(C(=O)C1CC1)CC2)NCC1CCCO1 (stereo not drawn)
    107	8	2	31	-3.5	8	-1	-4.8	-4
> CCC(C)N(C(=O)c1csnn1)C(C(=O)NC1CCCC1)c1c(F)cccc1Cl (stereo not drawn)
    113	7	2	14	-6.3	-1	-33	-2.7	5
> COC(=O)c1ccc(CN2C(=O)NC(c3ccccc3)(c3ccccc3)C2=O)o1
    99	10	1	14	-2.8	6	-32	-1.7	-20
> CCC(=O)NC(=S)NNC(=O)c1ccc(NC(=O)c2ccccc2)cc1
    100	-7	3	3	-0.3	-10	-2	-1.6	3
> CCCc1nc2nc(C)c(NS(=O)(=O)c3ccc(C4CCCCC4)cc3)c(=O)n2[nH]1
    98	0	-2	-2	1.8	14	-41	-0.6	4
> N=C1C(c2nc(-c3ccc(Br)cc3)cs2)=C(O)CN1NC(=O)c1ccc([N+](=O)[O-])cc1
    110	11	-17	-4	-0.7	8	0	-2.2	9
> CCc1cc(-c2n[nH]c(=S)n2C(C)c2ccccc2)cs1 (stereo not drawn)
    104	4	-2	nt	-2.5	5	-18	-2.7	-3
> COC(=O)c1ccc(CN2CCN(CC=C(C)C)C(CCO)C2)cc1 (stereo not drawn)
    96	-10	1	-5	-2.8	3	-2	-0.9	10

Screening results: PubChem BioAssay, several laboratories
